ATXN2 expr inh: inhibitors of ATXN2 expression; HEK-293 ATXN2-luciferase reporter, luminescence, 24 h; Potency, µM (series often up to 57 µM), inactives show at the highest dose activity change, negative = inhibition, actives largely listed as inhibitors; hit rate 0.72% among 360,000; AID 1745845; note: nearly all actives have a fitted effect of over 55% in size
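qHTS (up to 57 uM final) was run with 24 h compound exposure of reporter cells at 37 °C. Each well was multiplexed: SteadyGlo luminescence measured ATXN2-luciferase expression after a fluorogenic Gly-Phe-AFC viability readout (25 uM final).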
KB-3-1 cytotox: KB-3-1 parental cell cytotoxicity | KB-3-1 viability, CellTiter-Glo ATP luminescence, 72 h | Potency, µM (top dose mostly 46.1 µM), for inactives: at the highest dose activity change, negative = cytotoxic, usual class: cytotoxic | hit rate 1.4% among 400,000 | AID 1347075; note: nearly all actives have a fitted effect of over 60% in size
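Here the drug-naive KB-3-1 line serves as comparator for MDR sub-line selectivity; cells received compound titrations, 72 h at 37 °C, then CellTiter-Glo readout.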
KB-V1 cytotox: kills drug-selected multidrug resistant KB-V1 cells; hit rate 3.4% among 400,000; Potency, µM (doses to about 46.1 µM), for inactives: at the highest dose activity change, negative = cytotoxicity, actives largely listed as cytotoxic; AID 1347076; KB-V1 MDR cells viability, CellTiter-Glo, 72 h; note: nearly all actives have a fitted effect of over 60% in size
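KB-V1 cells (P-gp-expressing MDR subline of KB-3-1) in phenol-red-free DMEM with 10% FBS were exposed to library compounds over a concentration series for 72 h at 37 degrees C. Viability read by CellTiter-Glo luminescence; concentration-effect curves fitted after normalization.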
Numbers without * were called inactive; ? = inconclusive; [ ] = dose if it differs, or a comment. Calls come from the whole dose curve; as a rule, active = well fitted curve in the direction sought with a large enough effect; inconclusive = small, poorly fitted or top-dose-only effect, or another doubt; inactive = no such curve, though single readings can be large; an effect the other way counts as inactive or inconclusive. % is set by controls: 0 for no effect and ±100 for the full control effect; potency is the fitted concentration of half-maximal effect. Some of the compounds tested; rates above refer to the full screens.

Preview (2 entries):
Every second line gives: ATXN2 expr inh | KB-3-1 cytotox | KB-V1 cytotox
O=C(Nc1ccccc1)N(Cc1ccc(F)cc1)c1ccccn1
→ 8% | 0% | ?
O=S(=O)(c1ccc(Cl)cc1)c1nc(-c2ccco2)oc1SCc1ccc(F)cc1
→ -12% | -3% | ?

The whole of this part, repeating the preview:
Every second line gives: ATXN2 expr inh | KB-3-1 cytotox | KB-V1 cytotox
O=C(Nc1ccccc1)N(Cc1ccc(F)cc1)c1ccccn1
→ 8% | 0% | ?
O=S(=O)(c1ccc(Cl)cc1)c1nc(-c2ccco2)oc1SCc1ccc(F)cc1
→ -12% | -3% | ?
COc1ccc(CNC(=O)Cn2ccc3cc(S(=O)(=O)N4CCCC4)ccc32)c(OC)c1
→ -4% | -16% | -2%
CCCN1CCN(CC2=C(C(=O)OCC)C(c3ccc(Cl)cc3)NC(=O)N2)CC1 (stereo not given)
→ -10% | 0% | 12%
Cc1ccc(-c2nc3c(C)cccn3c2Nc2ccccc2C)s1
→ 1% | 4% | 4%
Cc1sc2ncn(CC(=O)N3CCN(c4cccc(Cl)c4)CC3)c(=O)c2c1S(=O)(=O)N1CCN(c2ncccn2)CC1
→ 3% | -7% | ?
COc1ccc(-c2nc(CSCC(=O)N3CCN(c4ccccc4)CC3)c(C)o2)cc1
→ ? | ? | ?
Cc1cccc(NC(=O)CSc2nncn2C)c1
→ 1% | 8% | 0%
COc1ccc(CNC(=O)CCc2nc(-c3ccc(OC)cc3)no2)cc1
→ 9% | -1% | -11%
COc1ccc(OC)c(CNC(=O)c2ccc(NC(=O)c3nsc4ccccc34)cc2)c1
→ 7% | -16% | 2%
COc1ccc(-c2noc(-c3ccc(N4CCN(C)CC4)c([N+](=O)[O-])c3)n2)cc1OC
→ 0% | -15% | -28%
O=C(CC(c1ccccc1)c1cc(Br)ccc1O)NCC1(c2ccccc2)CCCC1 (stereo not given)
→ ? | ? | ?
CC(=O)c1ccc(N2C(=O)N(CC(=O)c3ccc(C)cc3)c3ccccc3S2(=O)=O)cc1
→ -10% | 0% | -13%
CCc1nnc(SCc2nc(-c3ccccc3)oc2C)c2cc3sccc3n12
→ -2% | 3% | -2%
N#Cc1nc(/C=C/c2ccc(F)cc2)oc1N1CCCCC1
→ 10% | 0% | 10%
COc1cccc(OC)c1C(=O)Nc1ccc(-c2nc3ncccc3o2)cc1
→ 15% | 3% | 18%
Cc1ccc(NC(=O)c2nc(S(C)(=O)=O)ncc2N(Cc2ccco2)Cc2cccs2)c(C)c1
→ 14% | 0% | -5%
O=C(CCCCn1c(=O)c2ccccc2n(Cc2ccc(Cl)cc2)c1=O)NCc1ccccc1Cl
→ -13% | -26% | ?
Clc1ccccc1CNc1nc2ccccc2c2nc(-c3ccccc3)nn12
→ 1% | 0% | 6%
COCCNC(=O)C1CCN(c2nc3ccccc3nc2C(F)(F)F)CC1
→ 0% | -10% | -8%
COc1ccc(-c2nnc(SCC(=O)Nc3cccc(F)c3)s2)cc1
→ 22% | 6% | 27%
COc1ccccc1NC(=O)CSCc1cc(=O)c2cccc(Cl)c2[nH]1
→ -1% | -22% | -2%
Cc1cc(C)cc(-n2ccn3c(CC(C)(C)CC(=O)O)nnc3c2=O)c1
→ 6% | 2% | 35%
O=C(COCc1cc(-c2ccc(F)cc2)on1)Nc1cc(F)ccc1F
→ -17% | -4% | 12%
COc1cccc(-n2c(SCC(N)=O)nc3c(oc4ccccc43)c2=O)c1
→ -4% | 2% | 3%
Cc1ccc(OCc2ccc(-c3nc(C#N)c(NCc4cccnc4)o3)o2)cc1
→ ? | ? | ?
COc1ccc(CCNC(=O)C2(c3cccs3)CCOCC2)cc1OC
→ -1% | 2% | -6%
Cc1ccc(S(=O)(=O)c2nc(-c3ccco3)oc2SCC(C)C)cc1
→ -18% | -8% | -29%
Cc1ccc(C)c(NC(=O)c2nnn(Cc3ccc(F)cc3Cl)c2N)c1
→ ? | 1% | -23%
CC(C)c1ccc(C2c3c(oc4ccc(Cl)cc4c3=O)C(=O)N2CCCN2CCOCC2)cc1 (stereo not given)
→ -9% | ? | ?
COc1ccc(NC(=O)c2cc(-c3ccc(F)cc3)no2)cc1OC
→ 7% | 12% | ?
Cc1c(Cl)cccc1NC(=O)C(C)n1c(=O)cc(C)c2c(C)nn(-c3ccccc3)c21 (stereo not given)
→ 3% | 17% | ?
Cc1ccc2oc(=O)c3cc(C(=O)N(Cc4ccccc4)C(C)C)sc3c2c1
→ 0% | -3% | -3%
O=C(Cn1c(=O)n(CC2CCC(C(=O)NCCc3ccccc3)CC2)c(=O)c2ccccc21)Nc1cccc(F)c1 (stereo not given)
→ 4% | 5% | 18%
Cc1ccc(NC(=O)Cn2nc(N3CCN(c4ccccc4)CC3)ccc2=O)cc1F
→ -32% | ? | -15%
CCn1c(=O)c2cc(C(=O)NCCc3cccc(C)c3)sc2c2ccccc21
→ 4% | -7% | 5%
CCCCN(C)C(=O)C1CCCN(c2ncnc3onc(C)c23)C1 (stereo not given)
→ -25% | ? | -11%
COc1cc(Cl)c(C)cc1Nc1nc2ccccc2n2cnnc12
→ 0% | 0% | 0%
Clc1cccc(-n2ncc3c(NC4CCCCC4)ncnc32)c1
→ 15% | ? | -27%
CCOc1ccc(-c2cccc(NS(=O)(=O)c3c(C)cc(C)cc3C)c2)nn1
→ ? | -22% | ?
O=S(=O)(Nc1nc2n(n1)C(c1ccc(F)cc1)C=C(c1ccc(Cl)cc1)N2)c1ccccc1 (stereo not given)
→ 3% | 2% | 0%
O=C(NCCc1csc(-c2ccc(F)cc2)n1)C(=O)Nc1ccc(Cl)cc1
→ 5% | -18% | 2%
Cc1ccc(C)c(N2CCN(Cc3nnc(-c4ccc5c(c4)OCO5)o3)CC2)c1
→ 11% | -4% | 22%
CCOc1ccc(-c2cc(C)n3nc(C(=O)Nc4ccc(C)c(C)c4)cc3n2)cc1
→ -23% | 5% | 20%
COc1ccc2nc(NC(=O)c3nc(SCc4ccccc4F)ncc3Cl)sc2c1
→ 3% | -4% | -7%
COc1ccc(NC(=O)Cn2c(=O)n(CCc3ccccc3)c(=O)c3c4c(sc32)CCCC4)cc1
→ -2% | 1% | 11%
COc1cc(NC(=O)CCn2cnc3ccccc3c2=O)cc(OC)c1
→ 0% | 10% | 4%
CCCCn1c(=N)c(S(=O)(=O)c2ccc(Cl)cc2)cc2c(=O)n3cccc(C)c3nc21
→ -1% | -25% | ?
Cc1ccc(Cl)cc1N1CCN(C(=O)Cn2ncc3c4ccccc4n(C)c3c2=O)CC1
→ 4% | 4% | 13%
CCCCc1c(C)nc2c(-c3ccc(OC)cc3)c(C)[nH]n2c1=O
→ -25% | ? | ?
COc1ccc(-n2c(SCC(=O)N3CCC(C)CC3)nc3c([nH]c4ccccc43)c2=O)cc1
→ -2% | ? | ?
CC1=C(C(=O)Nc2ccccc2)C(c2ccc(O)cc2)n2nc(SCc3ccccc3)nc2N1 (stereo not given)
→ -6% | 1% | -4%
COc1cccc(C(=O)Nc2cc(-c3ccccc3)nn2-c2ccccc2)c1
→ 11% | 2% | 0%
CCOc1cccc(NC(=O)c2sc3nc(-c4ccc(F)cc4)ccc3c2N)c1
→ -4% | -8% | 5%
COc1ccc(CCNC(=O)CCCn2c(=O)c3ccccc3n(Cc3ccc(C)cc3)c2=O)cc1OC
→ 13% | 7% | -8%
CCOC(=O)c1c(C)oc2ncnc(Nc3ccc(OC)cc3OC)c12
→ 1% | 2% | ?
COC(=O)CSc1nc2sc3c(c2c(=O)n1-c1ccccc1C)CC(C)(C)OC3
→ 12% | 17% | 5%
COc1ccc(-c2nc(SCC(=O)Nc3ccc4c(c3)OCCO4)c(-c3ccccc3)[nH]2)cc1
→ -34% | -2% | 0%
CCCn1c(=NC(=O)c2c(-c3c(F)cccc3Cl)noc2C)c(C(=O)OCC)cc2c(=O)n3ccccc3nc21
→ -11% | -18% | 3%
Cc1cccc2c1-c1sc(C(=O)Nc3ccccc3C(N)=O)cc1CO2
→ 97%[activator] | -8% | 0%

2 records picked at random from those above:
Every second line gives: ATXN2 expr inh | KB-3-1 cytotox | KB-V1 cytotox
CCCn1c(=NC(=O)c2c(-c3c(F)cccc3Cl)noc2C)c(C(=O)OCC)cc2c(=O)n3ccccc3nc21
→ -11% | -18% | 3%
Cc1c(Cl)cccc1NC(=O)C(C)n1c(=O)cc(C)c2c(C)nn(-c3ccccc3)c21 (stereo not given)
→ 3% | 17% | ?

Laid out differently: two of the compounds above.
Molecule	ATXN2 expr inh	KB-3-1 cytotox	KB-V1 cytotox
COc1cccc(OC)c1C(=O)Nc1ccc(-c2nc3ncccc3o2)cc1	15%	3%	18%
Cc1ccc(NC(=O)c2nc(S(C)(=O)=O)ncc2N(Cc2ccco2)Cc2cccs2)c(C)c1	14%	0%	-5%

Continuation:
Every second line gives: ATXN2 expr inh | KB-3-1 cytotox | KB-V1 cytotox
COc1ccc(Cn2c(C(=O)O)c(CNCCc3ccco3)c3ccc(OC)cc32)cc1
→ 6% | -22% | 0%
COC(=O)c1c(-c2cccs2)csc1NC(=O)COc1ccc(C(C)(C)C)cc1
→ -3% | 7% | 14%
CC(=O)c1ccc(N2C(=O)Nc3ccccc3S2(=O)=O)cc1
→ 13% | 9% | 15%
Cc1ccc(Sc2ccc(N3CCCC(C(=O)Nc4ccc(Br)cc4)C3)nn2)cc1 (stereo not given)
→ -6% | -5% | -1%
CCOC(=O)c1c(NC(=O)c2cc(=O)c3cc(C)cc(C)c3o2)sc(C)c1C
→ 11% | 10% | 6%
O=C(CN1CCN(CC(=O)Nc2ccccc2F)CC1)Nc1ccc(Cl)c(C(F)(F)F)c1
→ ? | -13% | 10%
COc1ccc(C)cc1S(=O)(=O)Nc1cccc(-c2ccc(N3CCCC3)nn2)c1
→ 2% | 5% | 20%
O=c1cc(-c2ccccc2)c2cc(Cl)c3c(c2o1)CN(Cc1ccccc1)CO3
→ 11% | 14% | 14%
O=C(Nc1ccc2oc(-c3ccccc3F)nc2c1)c1ccccc1Cl
→ 46%[activator] | ? | -24%
Cc1nn(C)c2c1c(-c1ccccc1)cc(=O)n2CC(=O)NC(C)c1ccccc1 (stereo not given)
→ -3% | 11% | -18%
O=C(CCc1nc(-c2cccs2)no1)Nc1cccc([N+](=O)[O-])c1
→ -20% | 7% | 8%
CCOc1ccc(CCNC(=O)c2nn(C)c3c2CSc2ccc(C)cc2-3)cc1OCC
→ -38% | -5% | ?
CC1CCc2c(sc(NC(=O)C3c4ccccc4Oc4ccccc43)c2C(=O)OC(C)C)C1 (stereo not given)
→ 4% | 8% | -7%
CCc1ccc(NCc2cc3cc4c(cc3n(CC(=O)Nc3ccccc3C)c2=O)OCCO4)cc1
→ 12% | -15% | -14%
O=C(NCc1ccccc1)c1cc2sccc2n1Cc1ccc(F)cc1
→ 3% | 0% | -22%
CSc1ncc(Cl)c(C(=O)Nc2cc(C(F)(F)F)ccc2Cl)n1
→ 0% | 10% | 2%
COC(=O)c1c(SC)nc2ccccc2c1OCc1ccc(Br)cc1
→ 3% | 2% | 3%
O=C(Cn1c(SCc2ccccc2F)nc2ccncc21)Nc1ccccc1C(F)(F)F
→ 4% | 3% | 19%
CN(C(=O)Cn1c(=O)n(CCCS(=O)(=O)C2CCCCC2)c(=O)c2ccccc21)c1ccccc1
→ 9% | 2% | -5%
Cn1c(=O)c2c(-c3ccccc3)n3c(c2n(C)c1=O)C(c1ccccc1[N+](=O)[O-])Nc1ccccc1-3 (stereo not given)
→ -10% | -7% | 7%
CCCCN(CCCC)C1=C(C(=O)c2ccccc2)N(C)S(=O)(=O)c2ccccc21
→ 6% | ? | ?
COc1ccc(CNC(=O)C2CCN(S(=O)(=O)c3ccc4c(ccn4C)c3)CC2)cc1
→ 16% | -18% | -2%
COc1cc(OC)c(Nc2nc3ccc(C(=O)c4ccccc4)cc3n3c(C)nnc23)cc1Cl
→ 5% | 5% | 2%
Cc1cccc(NC(=O)CSc2ncc(-c3ccccc3)[nH]2)c1C
→ 2% | 5% | 12%
CS(=O)(=O)N1CCC(N2CCN(Cc3ccccc3)C(=O)C2=O)CC1
→ -5% | 2% | 0%
Cc1ccc2c(c1)C(c1ccccc1)N(C(=O)c1ccc(S(=O)(=O)N3CCCC3)cc1)CC(=O)N2 (stereo not given)
→ -8% | -9% | ?
Cc1cccc(C(=O)Nc2sc3c(c2C(=O)NCc2ccco2)CCCC3)c1
→ 29% | 3% | 23%
COc1cccc(CSc2nc3n(n2)C(CC(C)C)C(C(=O)Nc2ccccc2OC)=C(C)N3)c1 (stereo not given)
→ 8% | -2% | -12%
Cc1cccc(N(CC(O)Cn2c3ccccc3c3ccccc32)S(=O)(=O)c2ccc(F)cc2)c1 (stereo not given)
→ ? | ? | ?
Cc1cccn2c3c(c(=O)nc12)C(c1cccc(F)c1)CC(=O)N3 (stereo not given)
→ 13% | 11% | -4%
Cc1ccc(OCCCn2c(-c3ccc(Cl)cc3)nc3ccccc3c2=O)c(C)c1
→ 6% | 3% | ?
COc1ccc(-c2cc(C(F)(F)F)nc(SCC(=O)NCCc3ccc(OC)c(OC)c3)n2)cc1
→ 0% | -12% | -7%

Screening data as filed in PubChem BioAssay.
